SIRT5 block: blocks human SIRT5 desuccinylation of peptide | Q9NXA8 | Purified SirT5, succinyl-peptide AMC, trypsin-coupled fluorescence | inhibition, % at 15 µM | 330,000 compounds, 1.1% hits | AID 652115; in the data active = inhibition above about 15%
Target sequence (Q9NXA8 whole entry, looked up): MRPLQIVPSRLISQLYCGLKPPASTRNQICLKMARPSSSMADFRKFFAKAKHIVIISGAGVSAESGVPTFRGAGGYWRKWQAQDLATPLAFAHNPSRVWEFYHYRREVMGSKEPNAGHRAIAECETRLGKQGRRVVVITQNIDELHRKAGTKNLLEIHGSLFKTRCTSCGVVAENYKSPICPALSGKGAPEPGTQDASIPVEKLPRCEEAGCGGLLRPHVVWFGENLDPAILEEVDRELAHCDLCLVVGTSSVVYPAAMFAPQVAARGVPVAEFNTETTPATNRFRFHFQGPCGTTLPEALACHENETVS
esBAF inh: blocks esBAF chromatin remodeling in mouse ES cells; Bmi1-luciferase knock-in reporter, 24 h; 100% = twice the neutral-well signal; reporter increase, % at 12.5 µM; AID 602393; 350,000 compounds, 2% hits; in the data active = activation above about 40%;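 also: 0% = median of the plate's neutral control wells and 100% = double that signal; a rise in the Bmi1 reporter signal indicates esBAF inhibition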
miR-122 sensor: inhibitors of miR-122 in Huh7 cells; Huh7 miR-122 Renilla luciferase sensor, 48 h; neutral wells = 0, positive control = 100; activation (reporter increase), % at 12.5 µM; 340,000 compounds, 0.3% hits;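 active = mean replicate activation score at least 90 and every replicate individually at or above 90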;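 also: higher luciferase means less miR-122 activity so hits act as miR-122 inhibitors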
ARNT TACC3 PPI: disruptors of human ARNT/TACC3 interaction; 390,000 compounds, 0.66% hits; inhibition, % at 9.99 µM; AID 623870; AlphaScreen His-ARNT PAS-B/GST-TACC3 binding, luminescence; TACC3 fragment carries E629A point mutation;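 active = mean inhibition of replicates at least 50% and at least half of replicates each reaching 50%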;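 also: 0% = complete ARNT plus TACC3 wells and 100% = ARNT alone without TACC3; many hits fall short of the cut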
ERp5 block: inhibitors of human ERp5; ERp5 insulin aggregation, absorbance 650 nm, 90 min; inhibition, % at 9.99 µM; 350,000 compounds, 0.05% hits; AID 651711;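 active = mean replicate inhibition above about 25%, with every replicate also reaching it, limit read from the data, passing the limit was not always enough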
Target sequence (Q15084 whole entry, looked up): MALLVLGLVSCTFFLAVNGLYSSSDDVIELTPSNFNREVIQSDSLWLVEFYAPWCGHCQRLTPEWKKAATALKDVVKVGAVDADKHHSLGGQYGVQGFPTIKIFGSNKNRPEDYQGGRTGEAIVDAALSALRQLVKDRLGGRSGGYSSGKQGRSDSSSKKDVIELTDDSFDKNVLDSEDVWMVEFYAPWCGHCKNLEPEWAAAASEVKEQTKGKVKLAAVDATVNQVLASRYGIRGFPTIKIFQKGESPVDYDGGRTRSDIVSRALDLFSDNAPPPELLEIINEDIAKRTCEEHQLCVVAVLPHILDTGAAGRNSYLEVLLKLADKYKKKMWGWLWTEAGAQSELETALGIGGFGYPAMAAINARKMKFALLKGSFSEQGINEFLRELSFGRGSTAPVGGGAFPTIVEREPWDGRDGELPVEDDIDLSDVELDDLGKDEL
C2C12 statin: suppressors of simvastatin-induced myotoxicity in C2C12 myotubes. ATP luminescence, 48 h; scaled: DMSO 0, geranylgeraniol control 100. rescue of ATP level, % at 7.49 µM. 330,000 compounds, 0.78% hits. AID 602340;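 active = mean ATP rescue above about 67%, or every replicate alone reaching that limit, limit read from the data, passing the limit was not always enough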;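 also: myotubes were challenged with 10 µM simvastatin during compound exposure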
Cneo AK release: Cryptococcus neoformans lysis via adenylate kinase release; C. neoformans lysis, adenylate kinase release luminescence, 4 h; normalised: neutral wells 0, clomiphene wells 100; 360,000 compounds, 0.2% hits; lysis activity, % at 15 µM; AID 651654;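 active = mean lysis activity across replicates of at least 80%, whatever share of replicates individually reach that level; inactive = mean lysis activity below 80%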
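Material: C. neoformans cells | Amount: Yeast cell density of 5 × 10^6 cells/mL | Medium: Fresh YPD growth medium | Dosing: Single dose | Times: Static 4 h at 37 °C with compound, 1 h detection | Detection: AK luminescence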
* marks the source's active call; other numbers are inactive results; / = no result given; [ ] = another dose, or the depositor's remark.

SMILES	SIRT5 block	esBAF inh	miR-122 sensor	ARNT TACC3 PPI	ERp5 block	C2C12 statin	Cneo AK release
Cc1ccc(S(=O)(=O)N2C[C@H]3[C@H]4C(=O)N(c5ccccc5)C(=O)[C@H]4C[C@H](OC(=O)Nc4c(C)noc4C)[C@@]3(O)C2)cc1	-3	-3	1	/	-1	-11	0
C[C@@H]1CCCCO[C@@H](CN(C)S(C)(=O)=O)[C@H](C)CN([C@H](C)CO)C(=O)c2cc(NC(=O)Nc3ccccc3)ccc2O1	2	2	5[16.7 µM]	0	-3	/	5
CCCN1C[C@H](C)[C@@H](OC)CN(C)C(=O)c2ccc(NC(=O)c3cnccn3)cc2OC[C@H]1C	7	-2	/	-9	-2	-9	-4
CCNC(=O)C[C@H]1CC[C@@H]2[C@H](COc3ccc(NC(=O)c4cccs4)cc3C(=O)N2C)O1	-2	-6	-2[16.7 µM]	-4	-3	-7	0
C[C@H](CO)N1C[C@H](C)[C@H](CN(C)CC2CCOCC2)Oc2cc(Br)ccc2S1(=O)=O	/	-4	-6[16.7 µM]	8	/	-24	-3
Cn1c(NN)nc2ccccc2c1=O	-4	/	/	-14	-2	/	/
CCCCc1ccc(NC(=O)N[C@@H](C)C(=O)O)cc1	8	-5	-11	-5	1	7	2
Cc1csc2c(N3CCN(C(=O)Nc4ccc(OC(F)(F)F)cc4)CC3)ncnc12	2	/	/	5	3	/	/
COc1cccc(C(=O)CSc2nnc(-c3cc(OC)cc(OC)c3)o2)c1	/	-6	-1	2	/	-6	0
Cc1cc(Br)ccc1NC(=O)CN(C)C(=O)CSC(=S)N1CCCC1	2	-4	-4	-5	2	11	-2
COc1cccc(N2[C@@H](CC(=O)O)c3ccc(/C=C/C(=O)O)cc3S2(=O)=O)c1	/	6	/	/	5	-2	-5
CCOC(=O)C1CCN(C(=O)c2cc(COc3ccc(F)cc3F)on2)CC1	1	/	-6	-8	-2	/	2
CCC(C)(C)NC(=O)COc1ccc(C(=O)c2ccccc2)cc1	-4	/	/	-3	2	/	/
CCCSCC(=O)Nc1ncc2c(n1)-c1ccccc1CC2	3	/	-2	1	1	/	/
CC(=O)c1ccc(N(C(=O)CNC(=O)c2ccco2)C(C(=O)NC2CCCC2)c2ccc(C)o2)cc1 (stereo not drawn)	-1	-2	-1	2	1	9	3
C[C@H]1CN([C@@H](C)CO)C(=O)c2cccc(NS(=O)(=O)c3ccccc3)c2O[C@@H]1CN(C)S(=O)(=O)c1ccccc1	-2	-6	7[16.7 µM]	-4	5	-45	57
CC1=C(C(=O)OCc2ccccc2)C(c2ccc(Cl)cc2Cl)NC(=O)N1CCCC(=O)O (stereo not drawn)	/	6	0	-16	/	5	-1
COc1ccc(-c2cnc3c(NC=O)cc(-c4ccccc4)cn23)cc1OC	-1	-39	0	/	0	-7	0
CC(=O)C1=C(O)C(=O)N(Cc2cccnc2)C1c1ccccc1 (stereo not drawn)	/	-8	-1	5	/	31	2
CC1C(=O)Nc2ccc(S(=O)(=O)NCCc3ccc(Cl)cc3)cc2NC1=O (stereo not drawn)	-1	7	/	1	-5	1	5
Cc1ccc(C)c(N2CCN(C(=O)c3ccc(CS(=O)(=O)c4ccccc4C)o3)CC2)c1	/	-22	10	-4	/	/	1
CCn1cc(C(=O)NCc2ccc3c(c2)OCO3)c2cc(OC)c(OC)cc2c1=O	/	3	3	-3	/	16	-1
CCC(=O)N1C[C@@H](O)COC[C@H]2O[C@H](CC(=O)NC)CC[C@@H]21	-1	0	-4[16.7 µM]	-8	0	9	0
CCOc1cc(C(c2c(C)[nH][nH]c2=O)c2c(C)[nH][nH]c2=O)ccc1OC(=O)c1cccc([N+](=O)[O-])c1	/	-10	-2	6	/	-1	-2
O=C(CCN1CCN(CC(=O)Nc2ccccc2F)CC1)Nc1ccccc1F	/	9	-10	1	/	-11	-1

(further entries)
Each structure is followed by: SIRT5 block, esBAF inh, miR-122 sensor, ARNT TACC3 PPI, ERp5 block, C2C12 statin, Cneo AK release
O=C(NC(=S)Nc1ccc(Cc2ccncc2)cc1)c1ccccc1Cl
  /, /, 1, -1, /, /, -1
COc1cc(NC(=O)c2ccccc2F)c(OC)cc1NC(=O)CN1CCCCC1
  0, 7, -7, /, 5, -14, -2
Cc1ccc(-c2nc(N)sc2CC(=O)OCC(=O)N2C(C)CCCC2C)cc1 (stereo not drawn)
  -1, 12, -1, 23, 1, -9, 3
C[C@@H]1CN([C@H](C)CO)C(=O)c2cc(NS(C)(=O)=O)ccc2O[C@H]1CN(C)Cc1ccc(C(=O)O)cc1
  -4, -2, 1[16.7 µM], -4, 1, 37, -1
Cc1noc(C)c1NC(=O)N(C)C[C@H]1Oc2c(NC(=O)c3ccncc3)cccc2C(=O)N([C@@H](C)CO)C[C@H]1C
  -11, -3, 10[16.7 µM], -5, 2, 44, 1
CN1CCCN(S(=O)(=O)c2ccccc2)CC1
  -11, 1, /, -9, 2, -2, -10
CCn1nnc2cc(C(=O)O)ccc21
  0, /, -4, -9, 10, /, -2
Cc1noc(C)c1NC(=O)Nc1ccc2c(c1)C(=O)N([C@H](C)CO)C[C@H](C)[C@H](CN(C)C(=O)Nc1ccccc1)OCCCC[C@H](C)O2
  1, -4, -2[16.7 µM], -7, -3, 5, -3
CCCCN1/C(=C/c2cccc[n+]2C)Sc2cc(NC(C)=O)ccc21
  10, -6, -5, -4, 6, -42, -1
CCC1=NN(C(=O)COc2ccccc2)C(O)(c2ccncc2)C1 (stereo not drawn)
  -1, -11, -1, -3, -4, 23, 4
CC(C)(C)c1nnc2sc(SCC(=O)c3ccc(Cl)cc3)nn2c1=O
  /, -18, -2, -8, -1, 9, 0
CCOC(=O)C1=C(C)NC(C)=C(C(=O)OCC)C1C(=O)OCC(=O)NCc1ccccc1OC
  /, 2, 20, -5, 2, 2, -6
Brc1ccc(-c2noc(CCc3ccccc3)n2)cc1
  /, 18, -14, -4, /, -7, -2
O=c1c2cnn(-c3ccccc3)c2ncn1Cc1ccco1
  /, /, -10, -5, /, /, 1
O=C1S/C(=C/c2ccc(N3CCOCC3)o2)C(=O)N1Cc1c(F)cccc1Cl
  /, -8, -4, 4, /, -7, -1
CN(CCO)c1cc(N2CCCCC2)c2nonc2c1[N+](=O)[O-]
  /, -3, 6, /, 1, -14, 5
C[C@H]1CN([C@@H](C)CO)C(=O)CCCn2cc(nn2)CO[C@H]1CN(C)C(=O)Nc1ccccc1F
  -1, -2, 1[16.7 µM], -4, 4, 1, -14
COCCCn1c2nc3ccccc3nc2c2c(=O)n(CC3CCCO3)cnc21 (stereo not drawn)
  /, 4, 0, -17, /, 4, 0
Oc1ccc(C[C@H]2CN([C@@H](Cc3ccc(O)cc3)CN3CCC[C@@H]3CN3C(=S)NC[C@@H]3Cc3ccccc3)C(=S)N2CC2CCCCCC2)cc1
  -2, -6, -7, /, -3, -22, 3
CN(C)CC(=O)N1CCCCN2[C@@H](CO)[C@@H](c3ccc(-c4cccnc4)cc3)[C@@H]2C1
  -1, /, -3[16.7 µM], 3, 1, /, -1

Going on with the list:
Each structure is followed by: SIRT5 block, esBAF inh, miR-122 sensor, ARNT TACC3 PPI, ERp5 block, C2C12 statin, Cneo AK release
O=C(/C=C\c1ccccc1[N+](=O)[O-])Nc1ccccc1
  0, /, /, -8, 0, /, /
C[C@@H]1CN([C@@H](C)CO)C(=O)c2cc(NS(=O)(=O)c3ccc(F)cc3)ccc2O[C@H]1CN(C)C(=O)Nc1ccc(C(F)(F)F)cc1
  -9, 6, -3[16.7 µM], 9, -3, 8, 0
CC1CN(c2nc(Nc3ccccc3)nc(N)c2[N+](=O)[O-])CC(C)O1 (stereo not drawn)
  3, /, 2, 7, -3, /, 1
CC(C)Oc1ccc(S(=O)(=O)N2CCOCC2)cc1NC(=O)C(C)Oc1ccc(F)cc1 (stereo not drawn)
  -2, -3, /, 3, 6, -8, 7
C=C(C)Cc1c(C)c(C#N)c2nc3ccccc3n2c1NCCCN(C)C
  -3, /, 5, /, -4, /, 2
O=C1C=C(c2ccc(Oc3ccccc3)cc2)C[C@@H](c2ccc3c(c2)OCO3)C1
  /, 1, 0, -14, 3, 15, -5
CCCCc1c(C)c2ccc(OCC(C)=O)cc2oc1=O
  /, 63*, -1, -13, /, -31, -3
CN(C)CCN(Cc1ccccc1)S(=O)(=O)c1ccc(-c2ccc(=O)[nH]n2)s1
  16*, 0, 2, -23, 5, 21, 0
C[C@H](CO)N1C[C@H](C)[C@H](CN(C)C(=O)Cc2ccccn2)Oc2ncc(-c3ccccc3)cc2C1=O
  -4, 2, -3[16.7 µM], -6, -7, 1, 4
Cc1ccccc1S(=O)(=O)NCC[C@H]1CC[C@@H](NC(=O)Nc2cccc(F)c2)[C@H](CO)O1
  -4, 6, /, -4, 4, -5, -4
COc1ccccc1NC(=O)N1C[C@@H]2[C@H](c3ccccc31)[C@@H](CO)N2C(=O)C1CC1
  0, -3, 0[16.7 µM], 2, -1, 13, -3
N#Cc1ccc(C(=O)N2CCCC(c3cc(C(=O)NCc4cccnc4)no3)C2)cc1 (stereo not drawn)
  -10, -2, -1, /, 5, -16, -1
c1ccc2c(-c3nn4nnnc4c4ccccc34)cccc2c1
  /, 8, 3, -4, /, -2, -1
COc1ccc(S(=O)(=O)Nc2ccc3c(c2)C(=O)N([C@H](C)CO)C[C@@H](C)[C@H](CN(C)S(=O)(=O)c2cn(C)cn2)O3)cc1
  0, 0, -8[16.7 µM], 3, 3, 0, -1
COc1ccc(OC)c(S(=O)(=O)Nc2c(NC3CCCCC3)c3ccccc3oc2=O)c1
  /, -7, 11, -3, /, 4, 5

Ordered by count of non-hydrogen atoms (falling): 6 of the compounds above
Each structure is followed by: SIRT5 block, esBAF inh, miR-122 sensor, ARNT TACC3 PPI, ERp5 block, C2C12 statin, Cneo AK release
C[C@@H]1CN([C@@H](C)CO)C(=O)c2cc(NS(=O)(=O)c3ccc(F)cc3)ccc2O[C@H]1CN(C)C(=O)Nc1ccc(C(F)(F)F)cc1
  -9, 6, -3[16.7 µM], 9, -3, 8, 0
COc1ccc(S(=O)(=O)Nc2ccc3c(c2)C(=O)N([C@H](C)CO)C[C@@H](C)[C@H](CN(C)S(=O)(=O)c2cn(C)cn2)O3)cc1
  0, 0, -8[16.7 µM], 3, 3, 0, -1
COc1ccc(OC)c(S(=O)(=O)Nc2c(NC3CCCCC3)c3ccccc3oc2=O)c1
  /, -7, 11, -3, /, 4, 5
N#Cc1ccc(C(=O)N2CCCC(c3cc(C(=O)NCc4cccnc4)no3)C2)cc1 (stereo not drawn)
  -10, -2, -1, /, 5, -16, -1
CC1CN(c2nc(Nc3ccccc3)nc(N)c2[N+](=O)[O-])CC(C)O1 (stereo not drawn)
  3, /, 2, 7, -3, /, 1
CCCCc1c(C)c2ccc(OCC(C)=O)cc2oc1=O
  /, 63*, -1, -13, /, -31, -3
